GASC-1 inh: blocks human GASC-1 demethylase activity | Q9H3R0 | GST-JMJD2C(1-420) H3K9me3 demethylation, DELFIA europium | inhibition, % at 2.35 µM | 330,000 compounds, 0.069% hits | AID 2099;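 active means more than half of a compound's replicate wells show inhibition beyond 50%, single wells judged on their own value; inconclusive means some, but no more than half, of replicates pass 50% inhibition; inactive means no replicate passes 50% inhibition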;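 further: signal counts dimethyl H3K9 product captured on neutravidin plate; 0% = median of DMSO wells and 100% = 0.3 times that DMSO median; strong numbers were not always called active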
Target sequence (Q9H3R0 1-420 limits assumed): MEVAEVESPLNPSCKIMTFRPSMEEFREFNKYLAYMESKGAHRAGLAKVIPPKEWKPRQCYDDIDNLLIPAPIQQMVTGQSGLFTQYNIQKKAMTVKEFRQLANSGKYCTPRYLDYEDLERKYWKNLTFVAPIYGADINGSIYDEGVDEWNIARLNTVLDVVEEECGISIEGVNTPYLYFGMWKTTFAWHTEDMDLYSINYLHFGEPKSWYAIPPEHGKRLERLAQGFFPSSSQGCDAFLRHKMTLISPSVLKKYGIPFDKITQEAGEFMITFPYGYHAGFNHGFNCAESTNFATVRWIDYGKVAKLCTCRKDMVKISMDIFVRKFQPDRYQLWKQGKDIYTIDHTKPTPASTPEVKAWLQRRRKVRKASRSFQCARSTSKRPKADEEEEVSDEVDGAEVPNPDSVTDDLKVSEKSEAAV
PP5 inh: blocks human protein phosphatase 5 activity. P53041. purified PP5c, OMFP substrate fluorescence. inhibition, % at 6.7 µM. 320,000 compounds, 0.18% hits. AID 1987;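 active means inhibition above the campaign's mean inhibition across all tested compounds plus 3 SD, cut at about 9.5% in these data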;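 further: 0% = DMSO only and 100% = 100 µM cantharidin control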
CTSL1 counter: counter-screen for PFM18AAP inhibitors: inhibitors of F. hepatica cathepsin L1; recombinant F. hepatica cathepsin L1, Z-Leu-Arg-MCA fluorescence; inhibition, % at 5.96 µM; 300,000 compounds, 0.49% hits; AID 1906;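 active means inhibition above the mean of all tested compounds plus 3 SD, set per screening campaign, cut at about 17% in these data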;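 further: 0% = plate median of test compound wells and 100% = 1 µM Z-Phe-Ala-diazomethylketone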
core dimer inh: blocks dimerization of HCV core protein. TR-FRET GST/Flag-core106 dimerization, 1536-well. inhibition, % at 5 µM. 300,000 compounds, 0.33% hits. AID 1899;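 active means inhibition above the mean of all tested compounds plus 3 SD, set per screening campaign, cut at about 45% in these data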
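Assay system: Tagged HCV core106 pair (GST and Flag) | Buffer or medium: KF-containing HEPES buffer, pH 7.45, DTT, CHAPS, BSA | Also added: Eu donor and XL665 acceptor anti-tag antibodies | Dosing: One concentration, 5 µM, in 0.5% DMSO | Timing: 4 h at 22.5 °C | Technique: TR-FRET 671 and 617 nm emission | Repeats: Singlicate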
ZTA counter: ZTA (EBV) inhibition in EBNA-1 counter-screen. P03206. ZTA-DNA binding, fluorescence polarization. inhibition, % at 11 µM. 320,000 compounds, 0.15% hits. AID 2234; in the data active means inhibition above about 33%
Target sequence (P03206 whole entry, looked up): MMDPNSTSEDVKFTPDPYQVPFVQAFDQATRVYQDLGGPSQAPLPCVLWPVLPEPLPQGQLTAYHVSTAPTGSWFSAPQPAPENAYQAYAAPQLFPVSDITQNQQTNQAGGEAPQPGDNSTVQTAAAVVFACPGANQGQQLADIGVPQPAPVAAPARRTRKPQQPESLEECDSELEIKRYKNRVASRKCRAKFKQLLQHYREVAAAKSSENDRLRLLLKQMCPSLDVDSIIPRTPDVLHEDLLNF
EBNA-1 inh: blocks EBNA-1 binding to DNA | inhibition, % at 14.8 µM | EBNA-1 DNA binding, fluorescence polarization | AID 1950 | 300,000 compounds, 0.34% hits; in the data active means inhibition above about 28%
TPT1 inhibitor: C. albicans TPT1 enzyme inhibition; inhibition, % at 5 µM; recombinant caTPT1, FP RNA substrate dephosphorylation; 300,000 compounds, 0.81% hits; AID 1962;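 active means inhibition above the mean of all tested compounds plus 3 SD, set per screening campaign, cut at about 24% in these data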;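 further: plate controls were DMSO alone for no effect and ferristatin control at 100 nM for full effect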
PP1 inh: PP1-alpha (human) inhibition in PP5 counter-screen | P62136 | purified PP1alpha, OMFP fluorescence | inhibition, % at 6.7 µM | 320,000 compounds, 0.9% hits | AID 2235;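 active means inhibition above the mean inhibition of all tested compounds plus 3 SD, computed separately for each screening campaign, cut at about 15% in these data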
Target sequence (P62136 whole entry, looked up): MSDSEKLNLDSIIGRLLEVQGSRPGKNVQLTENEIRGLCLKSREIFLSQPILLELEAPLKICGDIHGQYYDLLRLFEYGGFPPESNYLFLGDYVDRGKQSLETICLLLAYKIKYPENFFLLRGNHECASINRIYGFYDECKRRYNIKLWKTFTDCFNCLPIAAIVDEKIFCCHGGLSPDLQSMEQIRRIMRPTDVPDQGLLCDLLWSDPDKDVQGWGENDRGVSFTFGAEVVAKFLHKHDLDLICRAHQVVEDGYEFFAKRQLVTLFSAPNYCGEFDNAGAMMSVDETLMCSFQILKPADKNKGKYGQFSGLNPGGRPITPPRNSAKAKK
CR mimetic SO: yeast age-related superoxide inhibition as caloric restriction mimetic | S. cerevisiae aged cells, superoxide DHE fluorescence; hits give low values | AID 2690 | 330,000 compounds, 0.18% hits | superoxide response (% of plate mean), % at 10 µM;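 active means superoxide response under a set limit, about three screen SD below normal, cut at about 65% in these data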;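 further: yeast aged for seven days with compound at 30 °C before DHE staining; 100% = average MFI of all compound-treated wells on the plate with controls excluded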
Numbers without * were called inactive; ? = inconclusive; · = no result given.

SMILES	GASC-1 inh	PP5 inh	CTSL1 counter	core dimer inh	ZTA counter	EBNA-1 inh	TPT1 inhibitor	PP1 inh	CR mimetic SO
Cc1nn(C)c(C(=O)N/N=C/c2cccc3ccccc23)c1Cl	-3.8	2.5	5.2	-10.1	5.1	3.0	1.6	-2.5	108.9
O=C(O)C1C2C=CC(C2)C1C(=O)NCc1cccc(Cl)c1 (stereo not drawn)	16.2	1.6	-3.7	2.2	-11.3	-12.9	-0.3	-4.2	114.4
Cc1c(CN2CCC(Oc3ccc(C(=O)N4CCCCC4)cc3)CC2)cnn1C	-9.7	-0.9	3.3	-6.4	13.4	5.3	0.0	-4.1	101.7
S=C(Nc1ccc(Cl)cc1Cl)Nn1cnnc1	-7.5	1.6	-0.6	10.2	10.2	6.0	-6.8	1.0	87.6
CCC(=O)N1c2ccccc2NC2=C(C(=O)CC(C)(C)C2)C1c1cccnc1 (stereo not drawn)	6.2	-1.3	3.0	-4.4	11.7	5.0	-3.3	1.3	82.9
CSc1ccccc1NC(=O)CN(C)CC(=O)c1c(C)[nH]c2ccccc12	-9.0	1.4	·	·	2.2	·	·	-3.6	102.8
N#CC(c1ccc(Cl)cc1)(c1ncc(C(F)(F)F)cc1Cl)N1CCOCC1 (stereo not drawn)	-6.6	1.9	1.6	-2.1	7.1	-0.1	-0.8	-1.0	70.6
c1ccc(Cn2nnc3c(NCc4ccc5c(c4)OCO5)nc(C4CC4)nc32)cc1	5.6	1.7	-2.6	16.8	-2.5	2.9	-5.3	0.1	106.6
C=CCNCCCCOc1c(Cl)cc(C)cc1Br	-0.2	1.6	-0.1	-3.3	-8.7	4.8	0.5	-1.4	96.0
C/C(=N/N1CCN(Cc2cccc3ccccc23)CC1)c1ccco1	9.0	2.3	-2.3	0.8	1.2	1.9	-4.8	0.2	92.1
COc1ccc(CC(=O)Nc2ccccc2C(=O)N2CCOCC2)cc1OC	20.1	-1.1	2.7	-0.1	11.1	-7.1	-0.7	-2.2	94.5
Cc1cc(/C=N/NC(N)=O)c(C)n1-c1ccc(F)cc1	14.5	-0.6	0.6	1.8	-12.9	5.0	-1.1	0.1	90.0
c1ccc(-c2nc(CSc3nnnn3-c3ccccc3)cs2)cc1	-45.2	3.3	-0.3	2.2	7.8	-6.7	1.4	-2.6	107.9
O=C(c1cccs1)C1C(c2ccc(Br)cc2)NC(=S)NC1(O)C(F)(F)F (stereo not drawn)	3.8	2.5	-1.8	3.1	6.7	2.6	-1.2	-0.6	109.9
COc1cc2[nH]c(C(=O)N(C)C3CCS(=O)(=O)C3)cc2c(OC)c1OC (stereo not drawn)	-27.8	-0.4	-0.8	-12.6	-13.6	8.1	0.3	-0.7	91.9
Cc1cc(C)cc(OCC(=O)N(Cc2ccc(N(C)C)cc2)C2CCS(=O)(=O)C2)c1 (stereo not drawn)	-12.5	4.6	-3.9	-11.0	-5.4	2.4	3.5	1.4	105.6
Cc1ccc(Cl)c(NC(=O)CCl)c1Cl	-4.3	-2.1	0.7	0.9	10.5	-3.1	1.7	2.4	122.7
CS(=O)(=O)c1ccc(C(=O)N2CCN(Cc3ccccc3)CC2)cc1	-7.2	5.0	-4.3	5.5	-6.2	-13.8	-1.9	-1.1	110.3
Cc1cc(-c2nnc3sc(-c4ccc(Cl)cc4Cl)nn23)n[nH]1	-4.5	-2.8	1.5	16.9	12.6	1.9	1.4	-3.2	96.0
COC(=O)Cn1c2ccc(OC)cc2c2nc3ccccc3nc21	-8.0	0.7	2.2	-4.7	-5.5	6.5	1.0	1.5	92.6

3 compounds out of the list, arranged by heavy-atom count, rising:
SMILES	GASC-1 inh	PP5 inh	CTSL1 counter	core dimer inh	ZTA counter	EBNA-1 inh	TPT1 inhibitor	PP1 inh	CR mimetic SO
Cc1cc(/C=N/NC(N)=O)c(C)n1-c1ccc(F)cc1	14.5	-0.6	0.6	1.8	-12.9	5.0	-1.1	0.1	90.0
Cc1cc(-c2nnc3sc(-c4ccc(Cl)cc4Cl)nn23)n[nH]1	-4.5	-2.8	1.5	16.9	12.6	1.9	1.4	-3.2	96.0
Cc1c(CN2CCC(Oc3ccc(C(=O)N4CCCCC4)cc3)CC2)cnn1C	-9.7	-0.9	3.3	-6.4	13.4	5.3	0.0	-4.1	101.7

(continued)
SMILES	GASC-1 inh	PP5 inh	CTSL1 counter	core dimer inh	ZTA counter	EBNA-1 inh	TPT1 inhibitor	PP1 inh	CR mimetic SO
COc1ccc(OC)c(C2CC(=O)N3CN(c4ccccc4)CSC3=C2C#N)c1 (stereo not drawn)	27.5	0.9	3.5	24.9	-12.1	5.7	-3.6	-0.7	86.0
COc1ccc(-c2noc(CN3CCCC(OCc4ccccn4)C3)n2)cc1 (stereo not drawn)	-13.5	1.8	-1.0	6.8	7.0	6.7	0.7	-5.8	97.6
Cc1ccc(C2C(C(=O)c3cccs3)=C(O)C(=O)N2c2ccc(S(N)(=O)=O)cc2)cc1 (stereo not drawn)	7.3	-1.1	3.2	8.2	10.7	-9.6	1.9	-0.8	96.8
CC(C)C1Nc2ccc(C(=O)NCc3ccco3)cc2NC1=O (stereo not drawn)	-19.4	-0.1	-2.5	4.9	10.1	1.4	-1.5	-0.9	108.4
CC(C)CNC(=O)C1CCN(c2ccc(S(=O)(=O)N3CCOCC3)cc2Cl)CC1	?	0.5	-2.3	0.3	10.0	7.9	-0.7	27.5*	83.1
COC(=O)[C@@H]1C[C@H]2CC[C@H](O)C[C@H]2N1Cc1ccc(C)s1	-10.0	-0.5	-2.0	10.7	4.3	-4.3	4.2	-6.2	96.3
CNC(=O)N1CCN(C(=O)NC)CC1	·	2.3	3.2	-4.5	0.8	1.6	-2.3	1.7	87.6
C=CCOc1cccc(/C=N/NC(=O)C(=O)NCc2ccco2)c1	-2.4	-1.8	-0.4	14.8	-0.7	-0.8	-2.1	-1.1	91.6
O=C(c1ccccc1)c1ccc(C(=O)N2CCN(c3ccc(F)cc3)CC2)o1	-41.5	1.6	1.4	7.9	-7.2	-2.7	1.2	1.9	97.3
Cc1ccccc1C(=O)NC(CC(C)C)C(=O)OCc1cc(=O)n2cc(Br)ccc2n1 (stereo not drawn)	4.2	1.8	27.5*	13.2	-10.6	-2.7	-0.1	3.2	94.4
CC(C)Oc1cccc(C(=O)C2CCCN(C(=O)c3ccsc3)C2)c1 (stereo not drawn)	1.1	-0.2	1.6	0.8	17.6	-0.8	0.2	0.8	82.0
CN(Cc1cccnc1)C(=O)c1cc(COc2ccc3c(c2)CCCC3)on1	7.4	3.8	0.7	4.4	24.1	7.8	-2.5	3.2	108.9
COc1ccccc1NC(=O)C1=C(C)Nc2ncnn2C1c1ccccc1C (stereo not drawn)	-1.9	2.0	-2.8	-4.4	-9.9	1.2	-4.6	-1.7	84.6
CC(C)(C)NC(=O)CSc1nc(O)cc(=O)[nH]1	-4.5	0.1	-0.1	-12.7	-16.4	-6.6	-3.1	0.4	119.5
CCOC(=O)C(NCc1ccc2c(c1)OCO2)(NC(=O)CC)C(F)(F)F (stereo not drawn)	0.1	1.6	-2.3	-1.9	5.1	-6.3	-0.8	-3.2	119.8
CCC(=O)Nc1cc(-c2nn(C)c(=O)c3ccccc23)ccc1N1CCCCC1	5.2	4.8	2.3	20.9	4.4	-10.4	0.5	3.4	116.5
CC(NC(=O)Cn1cc([N+](=O)[O-])cn1)c1ccc(C(C)(C)C)cc1 (stereo not drawn)	5.2	-0.1	-2.1	-2.8	-4.9	5.5	-1.8	0.2	104.5
COc1ccc(S(=O)(=O)N2CCOCC2)cc1NC(=O)C1COc2ccccc2O1 (stereo not drawn)	34.8	2.1	1.9	1.2	4.6	6.5	-4.4	0.2	101.3
CN(CC(=O)Nc1cccc(F)c1)C(=O)c1cn(-c2ccccc2)nc1-c1ccccc1	-9.8	1.8	0.7	18.9	14.4	3.8	-1.1	3.1	113.6
CCCCNC(=O)Nc1ccc2c(c1)N(C)C(=O)c1ccccc1S2	5.0	0.5	5.0	0.1	6.0	-7.8	0.8	2.3	91.2
O=C(O)c1cccc(S(=O)(=O)Nc2ccccc2Cl)c1	-1.3	1.3	-5.2	-1.0	-12.7	-5.8	-2.5	-3.9	117.4
CN(CC(=O)NC1CCCCC1)S(=O)(=O)c1cccc2cccnc12	-17.7	-0.5	-2.0	-0.3	-5.8	10.6	-2.0	-0.4	90.3
COc1ccccc1OCCCCNC(C)(C)C	59.7	2.9	-1.3	0.1	-1.8	3.7	2.4	-1.0	97.3
COC(=O)[C@@]12CCCCN1[C@H](c1ccc(-c3ccc(C(C)=O)cc3)cc1)[C@@H]1C(=O)N(C)C(=O)[C@@H]12	-11.2	3.7	-3.0	-5.0	-12.7	-5.5	2.6	-1.0	114.3
O=C(O)c1cccc(S(=O)(=O)Nc2cccc3ccccc23)c1	-9.2	2.4	4.8	4.3	-0.2	-7.1	0.2	-3.8	84.3
COc1ccccc1Nc1nc2ccc(C)cc2n2cnnc12	5.3	1.8	2.1	2.2	-0.5	8.7	-0.2	1.4	101.8
O=[N+]([O-])c1ccccc1SN(Cc1ccccc1)c1ccccn1	0.8	-0.3	0.3	-6.9	-4.2	8.8	-3.7	-2.0	97.4
CCCn1c2ccccc2c2nnc(SCCN3CCOCC3)nc21	4.8	-0.7	3.5	4.9	-6.0	3.8	3.1	3.5	97.8
O=C(OCC(=O)N1CCc2ccccc21)C1CCCN1S(=O)(=O)c1ccc(Cl)cc1 (stereo not drawn)	1.1	0.0	·	·	5.0	·	·	0.7	97.5
O=C(Nc1cccc(Br)c1)c1cc(=O)c2ccccc2o1	-2.2	-3.0	3.6	-9.2	-3.8	6.1	-4.2	-0.6	91.8
CCN1CCN(S(=O)(=O)c2ccc(C(=O)Nc3sc4c(c3C(N)=O)CCN(CC)C4)cc2)CC1	-5.7	4.4	1.9	-8.0	5.8	-7.4	95.6*	-2.5	96.5
COc1ccc(S(=O)(=O)N2CCC(C(=O)N3CCCC3)CC2)cc1	29.3	-0.8	-2.7	-4.5	9.0	-6.2	-1.2	0.4	107.2
Cc1ccc(NC(=O)CN2C(=O)COc3ccc(S(=O)(=O)N4CCCC4)cc32)c(C)c1	-4.5	-1.3	-2.0	0.5	14.3	1.1	0.7	-1.9	101.0
NC(=O)c1ccc(Oc2ccc(Cl)cc2)c([N+](=O)[O-])c1	11.6	0.1	-0.7	-1.5	-21.1	-1.8	-0.8	-3.0	98.9
Cc1occc1-c1n[nH]c(=S)n1-c1ccccc1	-4.5	1.4	-4.3	-11.2	-19.0	1.0	-0.7	0.3	106.3
O=C(CCNC(=O)c1ccc(Cl)cc1)Nc1c(F)c(F)cc(F)c1F	-1.3	1.3	0.2	0.5	-4.3	0.2	-1.3	-1.4	83.6
O=C(CSCc1ccccc1)Nc1ccc(F)c(F)c1	4.0	1.9	-11.2	-13.9	4.3	-1.2	1.8	0.6	98.2
COC(=O)C(C#N)C(=C1C(=O)CC(C)(C)CC1=O)c1ccc(O)cc1 (stereo not drawn)	-6.3	0.1	3.1	-2.9	12.8	-15.5	-2.7	-1.1	81.2
Cn1c(=O)c2c(nc(NCc3cccnc3)n2Cc2ccccc2Cl)n(C)c1=O	-0.5	-0.6	-1.2	1.1	-9.8	-9.8	1.2	1.8	101.2
CC(Sc1nc2ccccc2n1C)C(=O)Nc1ccc(N2CCOCC2)cc1 (stereo not drawn)	-9.4	-3.2	-6.4	-4.0	14.1	-5.6	3.5	-0.9	70.0

Source: PubChem BioAssay
